From PubChem
PLAP act: activators of human placental alkaline phosphatase; 96,000 compounds, 1.2% hits; purified PLAP enzyme, luminescent substrate read-out; active compounds read high; activation fold at 20 µM; in the data active means activation fold above about 2
PostGolgi yeast: growth inhibition of a yeast mutant, post-Golgi transport screen; post-Golgi transport phenotypic cell assay; inhibition, % at 10 µM; 98,000 compounds, 0.9% hits; AID 739; in the data active means inhibition above about 30%;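 further: yeast cells grown in 1536-well plates; yeast grown about 18 h at 30C before absorbance read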
Ecoli WT expand: growth inhibitors of E. coli BW25113 wild type | OD600 absorbance | 98,000 compounds, 0.15% hits | growth inhibition, % at 100 µM | AID 710;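 active means growth inhibition above about 50% at one test dose, limit read from the data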;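 further: growth measured after 20 h incubation at 37 °C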
Pyk2 oligo antag: antagonists of human Pyk2 oligomerization | Q14289 | Q293 cells, Pyk2 FERM NanoBiT luminescence; active compounds read low | z-score (the deposit names both 25 µM and 10 µM) | 99,000 compounds, 0.83% hits | AID 1347419;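 active means Z-score of -3 or lower, scaled per plate to the spread of control and sample wells; inactive means z-score above -3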;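 further: negative z-score means lost luminescence so less FERM oligomerization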
CYP2C9 inhib: human CYP2C9 inhibition. CYP2C9 Supersomes, luciferin-H conversion, luminescence. 96,000 compounds, 20% hits. P11712. inhibition, % at 5 µM. AID 777;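 active means blocking of liver enzyme CYP2C9 beyond about 50% at 5 µM, limit read from the data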; further: values of inactives mirror those of a sister screen read the other way
CYP2C19 inhib: human CYP2C19 inhibition; P33261; CYP2C19 Supersomes, luciferin-H EGE luminescence, 30 min; inhibition, % at 5 µM; 96,000 compounds, 21% hits; AID 778;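 active means CYP2C19 inhibition above a set limit at 5 µM in the primary screen, cut at about 50% in these data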;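 further: plate controls were negative control wells for no effect and 2.5 mM tranylcypromine positive control for full effect; values of inactives mirror those of a sister screen read the other way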
EphB4 ephrin blk: antagonists of human EphB4-ephrin-B2 interaction | EphB4 LBD / TNYL-RAW-Alexa532 peptide, fluorescence polarization | inhibition, % at 7 µM | 97,000 compounds, 0.15% hits | AID 720;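 active means inhibition above the screen-wide mean inhibition plus 3 SD, cut at about 15% in these data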;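 further: 0% = DMSO wells and 100% = excess unlabeled TNYL-RAW peptide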
Target sequence (P54760 whole entry, looked up, the tested form may be a part): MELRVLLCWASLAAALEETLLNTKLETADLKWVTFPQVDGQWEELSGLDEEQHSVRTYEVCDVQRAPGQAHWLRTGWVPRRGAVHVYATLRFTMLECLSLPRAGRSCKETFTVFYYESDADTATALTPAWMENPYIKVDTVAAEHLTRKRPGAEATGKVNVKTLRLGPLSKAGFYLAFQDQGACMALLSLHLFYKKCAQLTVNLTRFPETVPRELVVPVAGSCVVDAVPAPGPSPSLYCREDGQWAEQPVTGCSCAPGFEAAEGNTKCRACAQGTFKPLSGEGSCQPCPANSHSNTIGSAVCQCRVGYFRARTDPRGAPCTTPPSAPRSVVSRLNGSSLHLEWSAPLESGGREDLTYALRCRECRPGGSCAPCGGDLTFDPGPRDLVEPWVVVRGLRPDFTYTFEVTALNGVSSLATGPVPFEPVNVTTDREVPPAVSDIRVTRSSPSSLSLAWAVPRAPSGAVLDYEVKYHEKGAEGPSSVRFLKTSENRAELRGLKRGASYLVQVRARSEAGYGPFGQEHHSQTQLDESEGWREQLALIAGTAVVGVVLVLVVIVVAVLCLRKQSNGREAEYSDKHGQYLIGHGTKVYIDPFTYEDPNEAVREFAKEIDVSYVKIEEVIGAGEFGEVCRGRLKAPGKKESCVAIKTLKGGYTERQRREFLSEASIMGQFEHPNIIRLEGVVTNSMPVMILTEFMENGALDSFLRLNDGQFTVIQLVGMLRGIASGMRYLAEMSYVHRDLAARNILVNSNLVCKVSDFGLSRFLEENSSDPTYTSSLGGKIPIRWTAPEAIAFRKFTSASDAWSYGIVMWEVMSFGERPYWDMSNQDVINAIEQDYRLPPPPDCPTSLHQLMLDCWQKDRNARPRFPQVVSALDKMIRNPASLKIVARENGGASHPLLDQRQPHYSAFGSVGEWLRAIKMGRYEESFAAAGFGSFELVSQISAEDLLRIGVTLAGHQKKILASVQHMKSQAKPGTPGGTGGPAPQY
CYP2C19 act: cytochrome P450 2C19 (human) activation; P33261; recombinant CYP2C19, luciferin-H EGE luminescence; active compounds read high; 0 = fully inhibited enzyme, 1 = untreated enzyme; activation factor at 5 µM; 96,000 tested, under 10 active;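 active means activation factor of at least 2 at 5 µM in the primary screen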;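 further: 0 = wells with 2.5 mM tranylcypromine and 1 = vehicle-only wells; values of inactives mirror those of a sister screen read the other way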
CYP2C9 act: CYP2C9 (human) activation; P11712; recombinant CYP2C9, luciferin-H conversion, luminescence; active compounds read high; factor 1 = untreated enzyme, 0 = blocked; activation factor at 5 µM; 96,000 compounds, 1.4% hits; AID 1024;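 active means activation factor of 2 or more for CYP2C9 at a 5 µM dose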;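 further: 0 = sulfaphenazole-blocked wells and 1 = vehicle-only wells; values of inactives mirror those of a sister screen read the other way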
Active calls of the source: *; x = not tested or not shown.

No.	mol	PLAP act	PostGolgi yeast	Ecoli WT expand	Pyk2 oligo antag	CYP2C9 inhib
1	Cc1oc(-c2ccccc2)cc1C(=O)Nc1ccccc1	0.7	1	-5	-1.3	-84
2	Cc1cc(NC(=O)CN2CCOCC2)n(-c2nc3ccccc3s2)n1	0.9	7	0	x	40
3	CCC(CO)NCc1ccc2c(c1)n(C)c(=O)n2C (stereo not drawn)	1.1	3	1	0.57	-11
4	COCCNC(=O)c1ccccc1-c1nc(-c2ccccc2OC)no1	1	4	4	0.6	19
5	Cc1ccccc1NC(=O)C1CC(Cl)=CCC1C(=O)O (stereo not drawn)	1.4	2	0	1.3	-6
6	CCNC(=S)NCCN1CCCCC1	0.8	8	2	0.4	7
7	CCOC(=O)C1CCN(c2nc3cc(OC)ccc3cc2C#N)CC1	1.5	3	-8	-0.17	96*
8	COc1ccc(/C(N)=N/OC(=O)c2ccc(C)c([N+](=O)[O-])c2)cc1OC	0.8	1	-9	0.03	-77

No.	CYP2C19 inhib	EphB4 ephrin blk	CYP2C19 act	CYP2C9 act
1	14	4	0.9	1.8
2	8	-2	0.9	0.6
3	-11	x	1.1	1.1
4	11	6	0.9	0.8
5	8	5	0.9	1.1
6	5	0	0.9	0.9
7	96*	5	0	0
8	-5	6	1.1	1.8

More results follow:
No.	mol	PLAP act	PostGolgi yeast	Ecoli WT expand	Pyk2 oligo antag	CYP2C9 inhib
9	COc1cc(/C=N/NC(=O)C(=O)N2CCCC2)ccc1O	1	-4	6	-0.17	-36
10	Oc1c(C(Nc2ccccn2)c2ccccn2)ccc2cccnc12 (stereo not drawn)	x	-4	54*	0.01	67*
11	Clc1ccccc1-c1nnc2sc(C3COc4ccccc4O3)nn12 (stereo not drawn)	1.3	-1	1	-1.5	87*
12	O=S(=O)(/C=C/c1ccccc1)Oc1ccccc1	0.7	2	28	0.01	-7
13	Cc1ccc(C(=O)C2CCN(CC(=O)Nc3ccc(N(C)C)cc3)CC2)cc1	1.7	0	3	-0.23	39
14	Cc1ccc2cc3cc(C(=O)NCc4ccc5c(c4)OCO5)oc3nc2c1	0.9	-3	-8	-0.5	26
15	CCCCCCC(=O)Nc1ccc(Cl)cn1	0.9	3	12	0.18	12
16	CC(C)(C)C1=NN(C(=O)c2ccccc2)C(O)(C(C)(C)C)C1 (stereo not drawn)	1.2	-10	1	0.15	5

No.	CYP2C19 inhib	EphB4 ephrin blk	CYP2C19 act	CYP2C9 act
9	-13	-3	1.1	1.4
10	48	x	0.5	0.3
11	86*	3	0.1	0.1
12	79*	-3	0.2	1.1
13	15	-6	0.8	0.6
14	15	-10	0.9	0.7
15	12	-1	0.9	0.9
16	16	-7	0.8	0.9

More results.
No.	mol	PLAP act	PostGolgi yeast	Ecoli WT expand	Pyk2 oligo antag	CYP2C9 inhib
17	Cc1cc(C)n(C(=O)CCCCCCCCC(=O)n2nc(C)cc2C)n1	1.2	-10	2	0.62	58*
18	O=c1c2ccccc2sn1-c1cc(S(=O)(=O)N2CCOCC2)ccc1N1CCCC1	1.3	4	0	0.2	79*
19	O=C1CS/C(=C\S(=O)(=O)c2ccc(Cl)cc2)N1	1.6	4	7	1.6	57*
20	CCOC(=O)CNC(=O)Nc1cc(C(C)(C)C)nn1-c1ccccc1	1.1	8	-2	0.17	28
21	CC(=O)N(NC(=O)c1ccccc1Cl)C1CC(=O)N(c2ccc(C)cc2)C1=O (stereo not drawn)	1.1	-2	-2	0.96	16
22	Nc1cc(S(=O)(=O)C(F)(F)F)ccc1C(=O)O	1.1	0	0	2.7	0
23	CCCCOC(=O)Sc1nc2ccccc2o1	1.1	5	0	-0.35	52*
24	O=c1ccn(-c2cccc(C(F)(F)F)c2)nc1-c1ccn(-c2ccccc2F)n1	1.3	3	6	-1.2	69*

No.	CYP2C19 inhib	EphB4 ephrin blk	CYP2C19 act	CYP2C9 act
17	71*	-5	0.3	0.4
18	44	7	0.6	0.2
19	26	3	0.7	0.4
20	30	x	0.7	0.7
21	18	-3	0.8	0.8
22	-11	3	1.1	1
23	58*	-5	0.4	0.5
24	41	3	0.6	0.3

The listing continues.
No.	mol	PLAP act	PostGolgi yeast	Ecoli WT expand	Pyk2 oligo antag	CYP2C9 inhib
25	COc1cc(C)nc(Oc2ccc(=O)[nH]n2)n1	1	-2	5	0.45	-9
26	COC(=O)C(NC(C)=O)(Nc1ccccn1)C(F)(F)F (stereo not drawn)	0.8	0	-1	-0.85	50*
27	O=C(Cn1cnc2c(nnn2-c2cccc(Cl)c2)c1=O)N1CCOCC1	1.3	x	x	x	-1
28	COCCNS(=O)(=O)c1cc(F)ccc1OC	0.9	0	3	0	-32
29	CCc1ccc(OCC(=O)NC(=S)Nc2ccc(S(=O)(=O)NC3CCCCC3)cc2)cc1	1.1	-8	-15	1.7	74*
30	CCOc1ccc(C(C)=O)cc1CSc1nnc(-c2ccoc2C)n1N	1.3	17	1	0.04	74*
31	Nc1nc(Cl)cc(N2CCOCC2)n1	0.9	-3	-3	1.2	-20
32	Cc1cc(C)c(C)c(OCCCn2ccnc2)c1	1.2	-3	7	-0.31	95*

No.	CYP2C19 inhib	EphB4 ephrin blk	CYP2C19 act	CYP2C9 act
25	-4	x	1	1.1
26	12	-8	0.9	0.5
27	-12	x	1.1	1
28	4	6	1	1.3
29	6	2	0.9	0.3
30	86*	0	0.1	0.3
31	-10	-2	1.1	1.2
32	100*	-6	0	0

Further entries
No.	mol	PLAP act	PostGolgi yeast	Ecoli WT expand	Pyk2 oligo antag	CYP2C9 inhib
33	CC(C)(O)C(=O)NN(C(=O)c1ccccc1)c1ccc2ccccc2c1	1.1	0	0	1.1	6
34	O=c1cc(-c2ccncc2)oc2ccccc12	0.9	23	3	-1.1	36
35	O=C1CC(C(=O)Nc2ccccc2C(=O)O)C(c2ccccc2)O1 (stereo not drawn)	1.1	-2	-3	-0.66	94*
36	CCCCNC(=O)Nc1ccccc1C(=O)NCc1ccco1	1.2	16	2	1.3	22
37	COc1ccccc1Nc1nnc(SCC(=O)c2cc(C)n(CC3CCCO3)c2C)s1 (stereo not drawn)	1.3	0	-8	0.55	26
38	CC(=O)OC1CC(C)(C)N(OC(=O)c2ccccc2)C(C)(C)C1	1.7	-5	-3	1.4	-16
39	CCOCCCNC(=O)C(NC(=O)c1ccc(=O)[nH]c1)c1ccccc1 (stereo not drawn)	0.9	-2	-1	-0.24	2
40	COc1ccc(-c2nnn(CC(=O)N(Cc3ccccc3Cl)C(C(=O)NCC3CCCO3)c3ccco3)n2)cc1OC (stereo not drawn)	2*	4	-15	-0.43	92*

No.	CYP2C19 inhib	EphB4 ephrin blk	CYP2C19 act	CYP2C9 act
33	10	4	0.9	0.9
34	86*	-3	0.1	0.6
35	3	-1	1	0.1
36	22	-2	0.8	0.8
37	48	-10	0.5	0.7
38	26	x	0.7	1.2
39	10	4	0.9	1
40	19	-1	0.8	0.1

Another view of 9 compounds above.
item	Structure	PLAP act	PostGolgi yeast	Ecoli WT expand	Pyk2 oligo antag	CYP2C9 inhib	CYP2C19 inhib	EphB4 ephrin blk	CYP2C19 act	CYP2C9 act
30	CCOc1ccc(C(C)=O)cc1CSc1nnc(-c2ccoc2C)n1N	1.3	17	1	0.04	74*	86*	0	0.1	0.3
31	Nc1nc(Cl)cc(N2CCOCC2)n1	0.9	-3	-3	1.2	-20	-10	-2	1.1	1.2
32	Cc1cc(C)c(C)c(OCCCn2ccnc2)c1	1.2	-3	7	-0.31	95*	100*	-6	0	0
33	CC(C)(O)C(=O)NN(C(=O)c1ccccc1)c1ccc2ccccc2c1	1.1	0	0	1.1	6	10	4	0.9	0.9
34	O=c1cc(-c2ccncc2)oc2ccccc12	0.9	23	3	-1.1	36	86*	-3	0.1	0.6
35	O=C1CC(C(=O)Nc2ccccc2C(=O)O)C(c2ccccc2)O1 (stereo not drawn)	1.1	-2	-3	-0.66	94*	3	-1	1	0.1
36	CCCCNC(=O)Nc1ccccc1C(=O)NCc1ccco1	1.2	16	2	1.3	22	22	-2	0.8	0.8
37	COc1ccccc1Nc1nnc(SCC(=O)c2cc(C)n(CC3CCCO3)c2C)s1 (stereo not drawn)	1.3	0	-8	0.55	26	48	-10	0.5	0.7
38	CC(=O)OC1CC(C)(C)N(OC(=O)c2ccccc2)C(C)(C)C1	1.7	-5	-3	1.4	-16	26	x	0.7	1.2

Continued:
No.	mol	PLAP act	PostGolgi yeast	Ecoli WT expand	Pyk2 oligo antag	CYP2C9 inhib
41	CC(C)c1ccc(NC(=S)NCc2cccs2)cc1	0.5	-4	6	0.59	32
42	Cn1c(SCC(=O)NC(=O)NCc2ccco2)nnc1C(F)(F)F	1	-8	3	0.03	12
43	Cn1nccc1C(=O)c1ccc(Cl)cc1	0.8	4	9	0.66	23
44	O=S1(=O)N=C(SCCO)c2ccccc21	1.1	-11	-7	-0.45	-4
45	COc1ccc(N(Cc2ccco2)C(=O)c2ccccc2F)cc1OC	0.8	1	10	0.01	80*
46	c1ccc(NC2=Nc3ccccc3CS2)cc1	0.9	-4	-16	1.4	15
47	Cc1cccc2c1N(C(=O)c1ccco1)C(C)(C)c1ssc(=S)c1-2	1	-4	-6	1.1	21
48	CCOC(=O)c1ccc(NC(=O)CSc2ncccn2)cc1	1.1	-16	10	2	34

No.	CYP2C19 inhib	EphB4 ephrin blk	CYP2C19 act	CYP2C9 act
41	42	1	0.6	0.7
42	15	3	0.9	0.9
43	58*	2	0.4	0.8
44	5	8	1	1
45	71*	-9	0.3	0.2
46	31	-7	0.7	0.8
47	10	-3	0.9	0.8
48	27	5	0.7	0.7

Additional structures
No.	mol	PLAP act	PostGolgi yeast	Ecoli WT expand	Pyk2 oligo antag	CYP2C9 inhib
49	CCOC(=O)N1CCN(C(=O)c2cc(Cl)c(Cl)cc2C(=O)O)CC1	1.1	4	-7	0.8	4
50	O=c1[nH]cnc2c1oc1ccccc12	1	-7	-11	-0.2	0
51	OC(CN1C2=NCCN2c2ccccc21)c1ccc2c(c1)OCO2 (stereo not drawn)	0.8	6	7	0.67	15
52	Cc1ccc2oc(=O)c3cnn(CC(=O)N4CCCCCC4)c3c2c1	1.1	-6	3	x	4
53	CCOc1ccc(N(CC(N)=O)S(=O)(=O)c2ccc(F)cc2)cc1	1	-9	-2	-0.11	12
54	CCN(Cc1cc2cc(C)ccc2[nH]c1=O)C(=O)c1cccc(OC)c1	0.9	-3	4	0	21
55	Nc1c(Nc2ccccc2)c2ccccc2oc1=O	0.7	-5	16	1.1	80*
56	Cc1ccc(S(=O)(=O)N(C)CC(=O)Nc2nc3ccccc3s2)cc1	0.9	14	-1	-0.55	2

No.	CYP2C19 inhib	EphB4 ephrin blk	CYP2C19 act	CYP2C9 act
49	0	-1	1	1
50	-5	8	1.1	1
51	12	1	0.9	0.8
52	-5	-1	1.1	1
53	37	0	0.6	0.9
54	18	6	0.8	0.8
55	95*	0	0.1	0.2
56	16	1	0.8	1

(cont.)
No.	mol	PLAP act	PostGolgi yeast	Ecoli WT expand	Pyk2 oligo antag	CYP2C9 inhib
57	CC1=C(C(=O)Nc2ccccc2)C(c2ccccn2)n2nc(CCCO)nc2N1 (stereo not drawn)	1.2	x	x	x	-10
58	COCCNC(=O)c1ccc(CS(=O)(=O)c2ccccc2)o1	1	8	5	0	4
59	Cc1ccc(Cl)cc1Nc1nc(-c2sc(NC(=O)c3ccccc3)nc2C)cs1	1.4	-13	-15	x	77*
60	Cc1c(C)c2ccc(OC3CCCCC3=O)cc2oc1=O (stereo not drawn)	0.8	0	4	1.5	14
61	COc1ccc(/C(N)=N/OC(=O)CSc2ccc(C)cc2)cc1	0.7	-6	5	-0.41	-16
62	COc1cc(C2=NOC(C(=O)N3CCCCCC3)C2)cc(OC)c1OC (stereo not drawn)	1.1	6	7	1.1	28

No.	CYP2C19 inhib	EphB4 ephrin blk	CYP2C19 act	CYP2C9 act
57	-20	x	1.2	1.1
58	-7	1	1.1	1
59	52*	4	0.5	0.2
60	4	x	1	0.9
61	25	3	0.7	1.2
62	-5	8	1	0.7
